# Assay outcomes as filed in PubChem BioAssay.
# TEAD-YAP block: TEAD-YAP interaction inhibition | inhibition, % at 9.12 µM | HEK-TIYL cells, TEAD-Gal4/YAP UAS-luciferase luminescence | AID 1259422 | 640,000 tested, 1.4% active; in the data active = inhibition above about 32%;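 also: 0% = median of test compound wells and 100% = reference inhibitor wells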
# FBW7 act: activators of human E3 ligase FBW7; Q969H0; AlphaScreen FBW7–phospho-cyclin E peptide binding, activator screen; normalized activity (activation), % at 26.1 µM; 650,000 tested, 0.13% active; AID 1259310; in the data active = normalized activity above about 1.9%;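 also: purified mutant Fbw7 with reduced substrate affinity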
# Target sequence (Q969H0 whole entry, looked up): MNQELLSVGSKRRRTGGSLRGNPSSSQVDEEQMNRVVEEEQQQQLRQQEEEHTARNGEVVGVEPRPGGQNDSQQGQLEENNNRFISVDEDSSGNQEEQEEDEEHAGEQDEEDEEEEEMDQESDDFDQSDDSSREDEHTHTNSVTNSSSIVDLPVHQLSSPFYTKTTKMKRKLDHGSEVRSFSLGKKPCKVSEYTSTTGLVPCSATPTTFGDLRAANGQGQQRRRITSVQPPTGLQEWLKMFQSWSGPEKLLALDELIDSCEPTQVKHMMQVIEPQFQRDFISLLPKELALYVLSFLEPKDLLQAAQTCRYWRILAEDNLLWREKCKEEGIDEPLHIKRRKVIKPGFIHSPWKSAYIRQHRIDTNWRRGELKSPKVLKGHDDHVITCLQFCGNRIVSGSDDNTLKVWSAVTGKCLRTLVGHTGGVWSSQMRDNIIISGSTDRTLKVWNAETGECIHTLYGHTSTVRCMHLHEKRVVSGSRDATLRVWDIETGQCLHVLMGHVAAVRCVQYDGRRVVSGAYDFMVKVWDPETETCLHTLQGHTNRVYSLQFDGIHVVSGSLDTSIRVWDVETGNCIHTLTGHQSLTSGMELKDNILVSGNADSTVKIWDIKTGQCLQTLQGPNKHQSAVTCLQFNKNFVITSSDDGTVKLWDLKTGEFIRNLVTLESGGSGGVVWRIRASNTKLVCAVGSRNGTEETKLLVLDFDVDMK
# GPR151 ag: activators of human GPR151 | activation, % at 11.2 µM | PathHunter beta-arrestin GPR151 cells, luminescence | Q8TDV0 | AID 1508602 | 650,000 tested, 1% active; in the data active = activation above about 4.9%;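 also: 0% = median of compound wells and 100% = cells with positive control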
# Target sequence (Q8TDV0 whole entry, looked up): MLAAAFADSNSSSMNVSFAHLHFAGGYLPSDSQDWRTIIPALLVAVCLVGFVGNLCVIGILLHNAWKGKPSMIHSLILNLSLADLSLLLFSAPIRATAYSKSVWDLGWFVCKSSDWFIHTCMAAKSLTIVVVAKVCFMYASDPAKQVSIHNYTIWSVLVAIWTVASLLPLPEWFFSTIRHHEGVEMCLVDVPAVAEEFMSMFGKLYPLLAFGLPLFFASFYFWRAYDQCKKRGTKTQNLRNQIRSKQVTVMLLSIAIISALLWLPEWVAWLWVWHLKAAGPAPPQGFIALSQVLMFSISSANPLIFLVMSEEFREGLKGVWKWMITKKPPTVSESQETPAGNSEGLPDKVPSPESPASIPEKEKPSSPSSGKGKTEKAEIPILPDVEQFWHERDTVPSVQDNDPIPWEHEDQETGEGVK
# MITF inh: human MITF inhibition, primary screen; O75030; AlphaScreen MITF homodimerization, bead proximity signal; inhibition, % at 2.6 µM; 650,000 tested, 0.91% active; in the data active = inhibition above about 50%;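 also: 0% = vehicle wells with protein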
# An asterisk follows results filed as active.
# Order of values – TEAD-YAP block	FBW7 act	GPR151 ag	MITF inh
> CCCNc1nc(Nc2ccc3ncccc3c2)nc2nc[nH]c12
 : 12.3	0.2	-0.8	16.8
> Cc1nc2ccccc2n1S(=O)(=O)c1cccc(C(F)(F)F)c1
 : -4.6	0.3	-1.6	4.7
> Cc1ccc(S(=O)(=O)N2CCN(Cc3ccccc3Br)CC2)cc1
 : 6.2	0.1	-1.6	60.5*
> CCc1nc2sccn2c(=O)c1C(=O)N(C)CC(OC)OC
 : 5.2	0.1	1.5	9.6
> CC(=O)c1cccc(NC(=O)CCCCCN2C(=O)C3C4C=CC(C5CC45)C3C2=O)c1 (stereo not given)
 : 8.2	0.1	2.9	17.0
> Cc1cccc(C)c1N1CCc2cnn(C(=O)Nc3ccc(Cl)cc3)c21
 : -3.3	0.0	-0.4	5.0
> COc1cc2c(cc1NC(=O)Nc1ccc(C(C)=O)cc1)oc1ccccc12
 : -11.7	0.2	-1.3	31.5
> CC(=O)NNc1nc2ccccc2s1
 : -1.2	0.3	-0.8	15.5
> Cn1nnnc1SCC(=O)Nc1ccc2nc(SCC(=O)c3ccc(Cl)cc3)sc2c1
 : 12.0	-0.4	-1.5	4.7
> Cc1cc(C)nc(NC(=O)NC(=O)COc2ccc(Cl)cc2Cl)n1
 : -3.0	-0.1	1.7	-6.1
> O=C(O)c1cc(-c2ccc(F)cc2)nc2ccccc12
 : -17.4	-0.2	1.3	-2.7
> CN(C(=O)CCCl)c1nc(-c2ccc(Cl)cc2)cs1
 : -10.7	-0.1	0.5	10.7
> Cn1nc(-c2ccccc2)cc1C(=O)NCCOc1ccc(-c2ccccc2)nn1
 : 8.7	-0.1	0.2	-12.6
> Cc1cccc(C(=O)NNC(=O)CCC(=O)O)c1
 : -4.4	0.1	-0.4	6.9
> COc1ccc(-c2cc(=O)c3c(O)cc(OC)c(OC)c3o2)c(OC)c1
 : -27.8	0.0	4.1	-2.4
> CCCn1c2ccccc2c2nnc(SC(CC)C(=O)Nc3nnc(C)s3)nc21 (stereo not given)
 : 5.3	-0.1	0.0	19.6
> CCN1C(=O)/C(=C/c2cn(CC(=O)N3CCOCC3)c3ccccc23)C(=O)NC1=S
 : 6.4	0.0	0.5	-5.8
> COC(=O)c1sccc1NC(=S)N1CCC(N2CCCCC2)CC1
 : -4.0	-0.1	-0.1	1.9
> Cn1c(=O)n(C)c2cc(S(=O)(=O)NCCOc3ccccc3)ccc21
 : 4.4	0.1	0.7	7.8
> O=[N+]([O-])c1ccc(-c2cc(-c3cccc([N+](=O)[O-])c3)n[nH]2)cc1
 : 5.8	0.6	-0.1	14.8
> O=C(O)C1Cc2[nH]cnc2C(c2ccc(F)cc2)N1 (stereo not given)
 : 2.0	-0.4	-1.6	-7.2
> COc1ccc(C2(CNS(=O)(=O)c3ccccc3)CCOCC2)cc1
 : 0.6	0.1	-0.6	-4.8
> Cc1cc(C)c(C#N)c(SCc2nc3cccc(C)n3c2Br)n1
 : 22.8	0.0	2.4	-9.3
> Cc1ccc(-c2cnn3c(N4CCC[C@H]4CO)ccnc23)cc1
 : 96.2*	-0.1	-2.0	-19.2
> Cc1cc(C)n2nc(C(=O)Nc3sc4c(c3C#N)CCCC4)nc2n1
 : -10.6	-0.1	-0.5	15.8
> Cc1[nH]c2ccccc2c1C=NCc1cn2ccccc2n1
 : -12.6	-0.3	0.0	12.4
> COc1ccccc1NC(=O)Cn1c(=O)n(CC2CCCO2)c(=O)c2ccccc21 (stereo not given)
 : 16.8	0.1	0.9	1.4
> S=C(SCc1ccc(CSC(=S)N2CCOCC2)cc1)N1CCOCC1
 : 3.5	-0.2	-0.1	-7.8
> CCc1cc(C)cc(OCCNC(=O)c2cncc(Br)c2)c1
 : 12.1	0.1	-0.6	-1.0
> CCN1CCCC1CNC(=O)c1cc2c(=O)[nH]c3ccccc3c2s1 (stereo not given)
 : 10.0	-0.1	1.9	-1.9
> CC(C)CCNC(=O)CSc1nc2ccccc2c2nc(CCN3CCCCC3)nn12
 : -2.5	-0.1	-2.1	16.1
> NC(=O)c1csc(N2CCCC2CO)n1 (stereo not given)
 : 6.3	-0.1	-0.1	6.2
> COc1ccc(C2=C(C(C)=O)Sc3nnc(-c4ccc(OC)cc4)n3N2C(C)=O)cc1
 : -6.2	0.7	-1.1	20.9
> Cc1c(Cl)cccc1S(=O)(=O)NCC1(c2cccs2)CCOCC1
 : 1.8	-0.1	-0.3	2.9
> Cc1nonc1NC(=O)CSc1nnc2c(n1)[nH]c1ccc(Cl)cc12
 : 3.6	-0.1	0.8	-6.2
> O=C(Cn1cnc2ccccc2c1=O)NCCC(=O)Nc1ccc(Oc2ccccc2)cc1
 : 2.3	-0.1	-0.4	-3.7
> Nc1nnc2c(n1)[nH]c1ccccc12
 : 1.1	-0.1	0.5	-13.5
> C=CCc1ccccc1OCCOc1c(Br)cc(/C=C2/C(=N)N3N=C(CC)SC3=NC2=O)cc1OCC
 : 1.7	0.2	0.3	0.2
> c1ccc2c(Nc3nccc(NCCN4CCOCC4)n3)nccc2c1
 : -3.2	0.1	1.2	0.4
> Cc1ccc(NS(=O)(=O)c2cccc(C(=O)O)c2)nc1
 : -5.6	0.1	-1.7	21.4

# Brought forward from above: three entries; new compounds follow.
# Order of values – TEAD-YAP block	FBW7 act	GPR151 ag	MITF inh
> C=CCc1ccccc1OCCOc1c(Br)cc(/C=C2/C(=N)N3N=C(CC)SC3=NC2=O)cc1OCC
 : 1.7	0.2	0.3	0.2
> c1ccc2c(Nc3nccc(NCCN4CCOCC4)n3)nccc2c1
 : -3.2	0.1	1.2	0.4
> Cc1ccc(NS(=O)(=O)c2cccc(C(=O)O)c2)nc1
 : -5.6	0.1	-1.7	21.4
> Cc1sc2ncn(CC(=O)NC(C)C)c(=O)c2c1S(=O)(=O)N1CC(C)CC(C)C1 (stereo not given)
 : -6.7	-0.1	0.2	5.1
> Cn1c(SCC(=O)N2CCc3ccccc32)ncc(C(=O)Nc2ccc(Cl)cc2)c1=O
 : -1.8	0.0	0.5	-8.1
> O=C(Nc1ccc2oc(-c3cccc4c(Br)cccc34)nc2c1)c1cc([N+](=O)[O-])ccc1Cl
 : -6.1	0.0	-2.0	15.3
> CN1C(=O)SC(N(CC(N)=O)c2ccccc2)C1=O (stereo not given)
 : 6.1	0.0	0.2	5.1
> CN(C)CCN(C(=O)CCSc1ccc(F)cc1)c1nc2c(F)cc(F)cc2s1
 : 9.0	0.0	1.7	6.0
> CCOC(=O)C1(Cc2ccc(OC)cc2)CCN(C(=O)c2ccc(N(C)C)cc2)CC1
 : -12.4	-0.3	-2.4	5.2
> O=C(C(=O)N1CCCC(C(=O)Nc2ccc(-c3ccco3)cc2)C1)c1ccccc1 (stereo not given)
 : 6.6	-0.1	0.1	-6.2
> CCOC(=O)CN1C(=O)C(O)(CC(=O)c2ccc(C(C)C)cc2)c2ccccc21 (stereo not given)
 : -4.5	0.1	-1.9	-9.9
> Cc1ccc(N2C(=O)/C(=C/c3ccc(N4CCOCC4)o3)C(=O)NC2=S)cc1
 : -1.3	0.0	-0.9	27.1
> O=C(CN1CCCC1c1nc(-c2ccncc2)n[nH]1)N1CCc2ccccc21 (stereo not given)
 : -0.6	-0.5	-0.7	-7.6
> O=C(C1CCCO1)N1CCC(c2ncncc2-c2ccncc2)CC1 (stereo not given)
 : -6.3	-0.1	-0.1	1.7
> Cc1ccc(S(=O)(=O)NCC23CC4CC(CC(C4)C2)C3)cc1
 : 7.4	0.0	0.8	6.5
> O=C(CN1CCOCC1)Nc1ccc(Cl)cn1
 : -3.2	0.1	0.5	7.9
> Cc1nc(=O)c(-c2ccccc2)c(C)n1-c1ccc([N+](=O)[O-])cc1
 : 3.1	0.1	-0.3	12.7
> CCC(=O)N1CCN(c2ccc(NC(=O)COc3ccc(C)cc3)cc2)CC1
 : -2.2	0.1	-0.5	10.5
> CCc1ccc(-n2c(C)cn3c4c(=O)n(CC(C)=O)c(=O)n(C)c4nc23)cc1
 : 12.3	-0.2	0.9	8.8
> Brc1ccc(Nc2nc3c(s2)CCC3)cc1
 : -43.0	0.8	2.0	11.1
> O=C(NCCCN1CCOCC1)c1cccc(-n2ncc3cc(Nc4c(Cl)cccc4Cl)ccc32)c1F
 : 5.6	0.1	0.0	0.9
> CCC(=O)Nc1ccc(C(=O)OCC(=O)c2cccs2)cc1
 : -1.9	-0.1	1.9	-2.4
> COc1ccc(C(=O)Nc2nc(-c3ccc([N+](=O)[O-])cc3)cs2)c(OC)c1
 : -0.1	0.4	0.1	14.4
> CN1C(=O)CC(NCCc2ccc(S(N)(=O)=O)cc2)C1=O (stereo not given)
 : 2.7	0.0	-0.8	-2.6
> O=C1C2C3C=CC(CC3)C2C(=O)N1c1ccccc1[N+](=O)[O-] (stereo not given)
 : -0.8	0.0	-0.1	3.5
> O=C(Nc1cccc(C(F)(F)F)c1)c1ccc(Cl)c([N+](=O)[O-])c1
 : 61.6*	-0.1	-0.8	4.3
> CCOC(=O)c1oc2ccc(S(=O)(=O)N3CCOCC3)cc2c1C
 : 0.8	-0.2	-1.1	0.2
> Cc1cc(C(F)(F)F)n2nc(CNC(=O)c3ccccc3)nc2n1
 : -4.2	-0.1	1.8	-4.0
> O=C(Nc1cccc(-c2nc3ccccc3[nH]2)c1)c1ccccc1Br
 : -2.5	0.0	1.6	-18.2
> O=C(Nc1nc2ccccc2s1)C(F)(F)F
 : -9.2	0.4	0.3	-1.0
> COCCN1C(=S)NC2c3ccccc3OC1(C)C2C(=O)N(C)C (stereo not given)
 : -0.5	-0.1	-0.6	7.6
> CC1CCCCC1NC(=O)CSc1nc2cc3c(cc2cc1C#N)OCO3 (stereo not given)
 : 0.4	-0.1	0.6	10.1
> N#Cc1ccc(OCC(=O)c2ccc3c(c2)OCO3)cc1
 : -4.8	0.0	-1.6	-5.0
> O=C1OC(c2ccccc2)/C(=C(\O)c2ccc(Br)cc2)C1=O (stereo not given)
 : 0.6	-0.1	1.7	9.2
> COc1cccc(C(CC(=O)NCCCN2CCOCC2)NS(=O)(=O)c2ccc(C)cc2)c1OC (stereo not given)
 : 9.6	-0.1	1.0	0.7
> CC1=C(C(=O)Nc2ccccc2Cl)C(c2ccc(Br)cc2)NC(=O)N1 (stereo not given)
 : -0.2	0.0	1.7	-1.7
> CC(C)(C)CC(=O)Nc1cc(Cl)ccc1N1CCOCC1
 : -11.7	-0.2	-1.2	-6.1
> Cc1c(C(c2ccc(C(C)C)cc2)c2c(C)n(C)n(-c3ccccc3)c2=O)c(=O)n(-c2ccccc2)n1C
 : 10.4	0.0	1.5	1.8
> NS(=O)(=O)c1ccc(CCNC(=O)CSc2nc3ccccc3c3nc(-c4ccc([N+](=O)[O-])cc4)nn23)cc1
 : 14.5	0.7	0.8	16.6
> CCOC(=O)N1CCC(N2CCCC(CO)(Cc3cccc(Cl)c3)C2)CC1 (stereo not given)
 : -0.3	-0.1	-0.3	4.4
> O=c1c2cn[nH]c2nc(SCc2c(F)cccc2Cl)n1-c1ccccc1
 : -12.9	0.1	0.0	-11.4
> C/C(=N/NC(=O)c1ccc(C)c([N+](=O)[O-])c1)c1cccc(NC(=O)C(F)(F)F)c1
 : 28.7	-0.1	-0.9	10.0
> COC(=O)C(C)Sc1nc2c(c(=O)n(C)c(=O)n2C)n1Cc1ccccc1 (stereo not given)
 : 3.5	0.0	-0.4	3.6
> O=C(Nc1nc2c(s1)Cc1ccccc1-2)c1cc2ccccc2o1
 : -0.6	-0.1	0.4	-11.4
> N#Cc1c(-c2ccccc2)cc(-c2cccs2)nc1SCS(=O)Cc1ccc(Cl)cc1 (stereo not given)
 : -0.8	0.0	0.1	7.3
> Cc1cc(NC(=O)CSc2nc3ccccc3c(=O)n2CCCC(=O)N2CCCC2)n[nH]1
 : 53.6*	0.0	-0.9	4.7
> Cc1cccc(NC(=O)c2cc(=O)[nH]c3ccccc23)c1
 : 6.5	0.1	-0.7	23.1
> CC(=O)c1cccc(-c2nc(C)cc(NCCN3CCOCC3)n2)c1
 : -14.7	0.3	11.3*	-4.3
> CC(C(=O)Nc1ccc(Br)cn1)N1Cc2ccccc2C1=O (stereo not given)
 : 84.7*	-0.1	7.2*	-0.6
> COc1cc(NC(=O)c2cccc(Cl)c2)c(OC)cc1Cl
 : 4.8	0.0	0.3	-13.1
> O=C(NC1CC1)c1cccc(-c2cccs2)n1
 : -5.0	0.3	-1.2	7.9
> O=C(Cn1cnc([N+](=O)[O-])c1[N+](=O)[O-])Nc1cccnc1Cl
 : 5.8	0.1	0.9	-9.4
> CCN(CC)C(=O)[C@@H]1C[C@@H](NC2CCCCCC2)CN1Cc1ccncc1
 : 16.7	-0.1	0.0	2.5

# Following part
# Order of values – TEAD-YAP block	FBW7 act	GPR151 ag	MITF inh
> CC1CCCN(S(=O)(=O)c2ccc(S(=O)(=O)N3CCN(C=O)CC3)cc2)C1 (stereo not given)
 : 4.4	0.1	-1.5	25.6
> O=C1OC(c2ccc(Cl)c([N+](=O)[O-])c2)=N/C1=C\c1ccccc1C(F)(F)F
 : 4.0	0.0	-0.1	-5.2
> Cc1ccc(S(=O)(=O)N(C)C(=O)NC(=O)NC(C)C)cc1
 : -10.9	0.0	1.4	-2.8
> Cc1ccccc1C(=O)Nc1ccc(N(C)C)cc1
 : 4.3	0.0	-5.5	8.4
> COCC(C)N=C1NN=C(c2cc(C)n(CC3COc4ccccc4O3)c2C)CS1 (stereo not given)
 : -2.3	-0.1	1.3	5.5
> COc1ccc(CNC(=O)c2ccc(C)cc2Cl)cc1
 : -24.5	0.1	3.2	7.4
> O=C(O)C1Cc2ccccc2CN1C(=O)c1ccco1 (stereo not given)
 : -2.4	-0.1	0.1	-1.2
> CCSc1nnc(-c2c[nH]c3ccccc23)n1C
 : -23.1	-0.2	-0.7	-2.7
> N#C/C(=C\c1ccccc1Cl)c1nn(-c2ccccc2)c(N)c1C#N
 : -13.0	0.7	-1.4	6.4
> CCCCOc1ccccc1NC(=O)c1cc(SC)ccc1Cl
 : -1.1	0.2	0.6	-7.6
